From PubChem BioAssay
F508del corr – CFTR F508del correction in bronchial cells; AID 720511; activity (quench increase), % at 7.58 µM; 350,000 compounds, 0.36% hits; CFBE cells, YFP halide quenching; stimulated with forskolin plus potentiator P3; % fluorescence drop versus neutral controls;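 active means mean added fluorescence quench of at least 8% versus neutral control, with both replicates also reaching 8%; inconclusive means only one of the mean or replicate conditions met; inactive means mean below 8% and not both replicates reaching 8%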;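 further: cells transiently co-express mutant CFTR-F508del with the halide-sensitive YFP; corrector assay measuring rescue of mutant channel to the surface after 24 h compound exposure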
miR-122 sensor – miR-122 inhibition in Huh7 cells. activation (reporter increase), % at 12.5 µM. 340,000 compounds, 0.3% hits. Huh7 miR-122 Renilla luciferase sensor, 48 h; neutral wells = 0, positive control = 100;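 active means mean replicate activation score at least 90 and every replicate individually at or above 90; inconclusive means only one of the two criteria met; inactive means neither criterion met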;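 further: higher luciferase means less miR-122 activity so hits act as miR-122 inhibitors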
INS-1E GSIS act – GLuc luminescence reporter in INS-1E cells, primary screen for activators of glucose-dependent secretion of insulin; INS-1E GLuc reporter insulin secretion, 2-3 h; activation, % at 16.6 µM; 370,000 compounds, 0.61% hits;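 active means lowest replicate activation of at least 40%, so every replicate reaches that level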;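 further: 0% = median of neutral control wells and 100% = median of IBMX positive control wells; some compounds called inactive have numbers as strong as hits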
EWS-Fli block – blocks EWS/Fli oncoprotein-driven transcription | A673 NR0B1-luciferase reporter, viability-normalised | 350,000 compounds, 0.67% hits | inhibition, % at 12.6 µM | AID 651661;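 active means mean inhibition of at least 50% after viability correction, with every replicate also passing that limit; inconclusive means mean reaches 50% but only one of two replicates passes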;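 further: firefly luciferase signal divided by Alamar Blue viability fluorescence both relative to DMSO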
PAX8 reporter – PAX8 transcriptional activity inhibition | RMG-I TPO-luciferase reporter, SteadyGlo, 24 h | inhibition, % at 12.6 µM | 360,000 compounds, 1.2% hits | AID 652154;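 active means mean replicate inhibition at least 60% with every replicate also reaching 60%; inconclusive means only one of the two criteria is met; inactive means mean below 60% and not all replicates reaching 60%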;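 further: luciferase light reporting Pax8 driven TPO promoter activity; plate controls were median of neutral control wells for no effect and mitoxantrone controls for full effect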
FN deposit inh – fibronectin deposition inhibition; inhibition, % at 12.6 µM; AH1F fibroblasts, Alexa488-fibronectin deposition fluorescence, overnight; 350,000 compounds, 0.086% hits; AID 743247;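 active means mean inhibition across replicates of 30% or more, regardless of how many single replicates reach that level; inconclusive means mean under 30% yet at least half of replicates reach 30%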;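 further: positive control wells lacked labelled fibronectin entirely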
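material = AH1F fibroblast monolayer depositing Alexa488-labelled fibronectin into matrix | amount = 10000 AH1F cells/well | buffer or medium = DMEM plus 2% serum, read in PBS | incubation = 1 h cell adhesion before compound, then overnight fibronectin incubation | detection = fluorescence at 485 nm excitation, 525 nm emission | evaluation = percent inhibition as loss of matrix-bound fibronectin fluorescence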
DENV2 CPE rescue – inhibitors of DENV2 cytopathic effect. CPE inhibition, % at 9.99 µM. AID 651640. 350,000 compounds, 1.7% hits. DENV2-infected cells, cytopathic effect rescue, plate reader; in the data active means CPE inhibition above about 20%, passing the limit was not always enough; inconclusive means no clear call, values can overlap the other calls; tested in BHK-21 cells;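 further: 0% = median of neutral control wells and 100% = median of positive control wells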
* hit, by the source's call; ? = inconclusive; nt = not tested or not shown; & = joins results of further samples; [ ] = another dose, or the depositor's remark. Hits appear at their usual frequency; 3.9% or so of the library scored in one or more.

SMILES,EWS-Fli block,FN deposit inh,INS-1E GSIS act,DENV2 CPE rescue,F508del corr,miR-122 sensor,PAX8 reporter
CCN(CC)S(=O)(=O)c1ccc(NC(=O)Cn2cnc3ccccc3c2=O)cc1,nt,0,nt,nt,nt,-3,5
Cc1ccccc1NC(=O)COC(=O)c1n[nH]c(=O)c2ccccc12,5,-2,2,-2,5.1,nt,3
COc1ccc(Oc2ncnc3sccc23)cc1,-64,1,7,-1,1.6,-3,-63
CC(=O)c1cccc(S(=O)(=O)NCCC(=O)NC2CCCCCC2)c1,3,-10,5,0,-1.6,-2,-4
C[C@H](CO)N1C[C@H](C)[C@H](CN(C)S(=O)(=O)c2ccccc2)Oc2ccc(NC(=O)Nc3ccc(C(F)(F)F)cc3)cc2CC1=O,61*,nt,-29,-4,4.1,nt,16
O=C(Nc1nc2ccc(Br)cc2s1)c1ccco1,-6,-2,nt,0,nt,4,-52
O=C(CN1CCc2ccccc21)NN1CC(=O)N(c2ccccc2)CC1=O,16,-5,nt,1,0.3,nt,24
Cc1ccc(C)c(OCCC(=O)Nc2ccc(S(=O)(=O)N3CCCC3)cc2)c1,7,6,nt,-1,-3.2,-10,13
CCN(CC)S(=O)(=O)c1cc(NC(=O)C(C)N2CCc3ccccc32)ccc1C (configuration not stated),15,-12,9,2,-1.7,10,20
CN(C)CCCNC(=O)C[C@@H]1CC[C@H]2[C@@H](COC[C@@H](O)CN2CC2CCCC2)O1,-2,-5,4,-3,-2.0,-3[16.7 µM],-9
CC(C)(C)c1ccc2c(c1)C(=O)c1ccccc1C2=O,14,-6,-4,-2,nt,-5,-110
C[C@@H]1CC[C@]2(O[C@@H](CCO)C[C@@H](O)[C@@H]2O)O1,0,6,2,-9,1.2,nt,12
CCOP(=O)(/C(C#N)=C(\C)O)c1ccccc1 (configuration not stated),-7,2,6,0,-5.1,nt,2
CCCC#Cc1ccc([C@@H]2[C@H](C#N)N(S(=O)(=O)c3cccc(F)c3)[C@H]2CO)cc1,20,-9,-19,-28,2.6,nt,83*
Cc1cnc(NC(=O)CCCNC(=O)c2ccc(Cl)cc2)s1,-67,-7,2,?,-2.0,10,-192
O=C(C[C@H]1CC[C@H]2[C@@H](COC[C@H](O)CN2Cc2cc(F)cc(F)c2)O1)NC1CCC1,2,6,2,1,0.2,1[16.7 µM],-16
O=C(Nc1ccccc1)N1C[C@H]2[C@@H](c3ccccc31)[C@H](CO)N2C(=O)c1ccccn1,5,nt,16,1,11*,-4[16.7 µM],-40
Cc1noc(C)c1NC(=O)N(C)C[C@@H]1Oc2ccc(NS(=O)(=O)c3c(C)noc3C)cc2C(=O)N([C@@H](C)CO)C[C@H]1C,-10,nt,10,nt,-1.3,0[16.7 µM],nt
CCCCN(C(=O)CNC(=O)c1ccco1)C(C(=O)NC1CCCCC1)c1cccnc1 (configuration not stated),-2,-2,-6,-6,0.0,nt,10
Cc1cc(C(=O)OCC(=O)Nc2ccccc2C(F)(F)F)on1,-4,nt,-5,-4,0.0,-2,10

Next section.
SMILES,EWS-Fli block,FN deposit inh,INS-1E GSIS act,DENV2 CPE rescue,F508del corr,miR-122 sensor,PAX8 reporter
Cn1c(C(=O)OCC(=O)NCCc2ccccc2)cc2sccc21,0,nt,11,-8,3.4,1,nt
CCCCCc1c(-c2cccc(F)c2)ncn1CCc1ccccc1OC,32,-13,-5,-11,0.1,nt,-3
CCOc1ccc(-n2c(C)c3c(C)nnc(C)c3c2C)cc1,15,-13,nt,2,-2.3,-4,43
CCOc1ccc(N2C(=O)CC(NCCc3c[nH]c4ccccc34)C2=O)cc1 (configuration not stated),13,-5,-7,nt,2.0,nt,5
CNC(=S)N(Cc1ccc(OC)cc1)Cc1cc2ccc(C)cc2[nH]c1=O,7,-14,8,11,1.5,nt,7
COc1ccc(NC(=O)Nc2ccc3c(c2)CC(=O)N([C@H](C)CO)C[C@H](C)[C@@H](CN(C)S(=O)(=O)c2cn(C)cn2)O3)cc1,1,nt,3,22*,0.3,5[16.7 µM],14
Cc1onc(-c2ccccc2)c1C(=O)Nc1cccc(C#N)c1,-4,1,8,14,-0.2,-9,10
O=C(OC1CC2CC1[C@H]1CCCCN1C2=O)N1CCN(c2ccccc2)CC1 (some centres not stated),-1,7,2,-1,1.7,nt,-5
CC(C)CNC(=O)C(=O)NNC(=O)C1CCCCC1,1,nt,-14,-4,-2.8,-1,nt
O=C1NC(=O)C(=O)N1,-3,-13,-3,5,-5.2,-3,-4
C[C@H](CO)N1C[C@H](C)[C@H](CN(C)Cc2ccccc2)Oc2ncc(-c3ccccc3)cc2C1=O,0&-4,-3,-3,0&-9,3.5&2.5,10&4[16.7 µM],nt
Nc1cc(=O)[nH]c(SCCOc2ccccc2)n1,3,1,12,8,-0.9,nt,5
C[C@H](O)[C@@H]1C(=O)N2CCc3c([nH]c4ccccc34)[C@@H]2C[C@@H]1N(C)Cc1ccc2c(c1)OCO2,8,2,nt,-10,2.4,-3,-6
COC(=O)Nc1ccc(S(=O)(=O)Nc2ccc(C(=O)O)cc2)cc1,13,-8,12,nt,1.5,3,-15
O=C1NNC(=O)C2C3C=CC(C4CC34)C12 (configuration not stated),3,nt,-4,-8,1.4,-1,nt
OCc1csc(=Nc2ccccc2)n1-c1ccccc1,nt,9,nt,nt,nt,0,-1
O=C(CSc1ncnc2c1nnn2Cc1ccc(F)cc1)NCC1CCCO1 (configuration not stated),-5,4,-6,-10,2.1,nt,7
COc1ccccc1NC(=O)c1cc[n+](C)cc1,-5,0,9,-1,0.8,2,1
Cc1ccc(C(C)C)c(OCC(O)CN(C)Cc2ccccc2)c1 (configuration not stated),20,-3,-33,-2,-1.3,1,31
COc1ccc(/C=C(\NC(=O)c2cccs2)C(=O)N2CCOCC2)cc1OC,nt,2,5,nt,nt,nt,-5

(cont.)
SMILES,EWS-Fli block,FN deposit inh,INS-1E GSIS act,DENV2 CPE rescue,F508del corr,miR-122 sensor,PAX8 reporter
O=C([C@@H]1[C@@H](CO)[C@@H]2Cn3c(cccc3=O)[C@H]1N2S(=O)(=O)c1ccccc1F)N1CCCCC1,-4,-9,9,-2,-2.0,1[16.7 µM],8
COc1cccc(N2CCN(c3nc(C)c(C)c(=O)[nH]3)CC2)c1,16,-3,-7,9,0.8,4,8
Cc1ccc(S(=O)(=O)N2CCC3(CC2)OCCO3)cc1,nt,nt,8,-4,-1.2,1,7
Cc1ccccc1-c1ccc([C@@H]2[C@H]3CN(C(=O)Cc4ccccn4)CC(=O)N3[C@H]2CO)cc1,-4,nt,-9,-4,1.9,nt,2
CCCCNc1nc2c(c(=O)[nH]c(=O)n2C)n1CCOc1ccccc1,nt,-6,3,nt,nt,10,nt
CO[C@@H]1CN(C)C(=O)c2cc(NC(=O)NC(C)C)ccc2OC[C@@H](C)N(Cc2ccc(-c3ccccn3)cc2)C[C@H]1C,-1,-5,-32,-3,-0.8,-3[16.7 µM],nt
CN1C(=O)c2cc(NC(=O)C3CCCC3)ccc2OC[C@@H]2O[C@@H](CC(=O)NCCc3ccncc3)CC[C@@H]21,-8,-5,18,26*,-0.2,nt,-29
C[C@@H]1CN([C@@H](C)CO)C(=O)c2cc(NS(=O)(=O)c3ccc(Cl)cc3)ccc2O[C@@H]1CN(C)Cc1ccccc1,1,nt,-12,-8,0.7,-2[16.7 µM],2
CO[C@@H]1CN(C)C(=O)c2cc(NC(=O)C3CCC3)ccc2OC[C@@H](C)N(C(=O)CN(C)C)C[C@@H]1C,-3,4,10,-2,-0.1,nt,0
O=[N+]([O-])c1ccc(-[n+]2ccc3ccccc3c2)c([N+](=O)[O-])c1,43,21,-12,nt,-1.3,nt,47
OC[C@@H]1[C@@H](c2ccc(C#Cc3ccccc3F)cc2)[C@@H]2CN(Cc3cncnc3)CCCCN12,-10,nt,-28,-20,0.9,-5[16.7 µM],3
Cc1csc(NC(=O)c2cc(-c3ccco3)nc3ccccc23)n1,0,4,33,2,1.1,7,10
CO[C@H]1CC[C@H]2CCN(C)C(=O)[C@H](C)[C@@H](OC)CN(C)C(=O)c3cc(C#N)ccc3OC[C@H]1O2,-3,-5,4,12,0.3,nt,-9
CC(C)NC(=O)N(C)C[C@@H]1Oc2cc(C#Cc3cccc(F)c3)ccc2S(=O)(=O)N([C@H](C)CO)C[C@@H]1C,10,1,-6,5,1.9,-6[16.7 µM],nt
CCOc1ccc2nc(N(CCN(CC)CC)C(=O)/C=C/c3cccs3)sc2c1,-3,2,2,-4,2.7,4,7
CC(C)NC(=O)N1[C@@H](C#N)[C@@H](c2ccc(C#CC3CCCC3)cc2)[C@@H]1CO,2,2,-16,2,1.0,nt,6
COC(=O)c1ccccc1S(=O)(=O)NNC(=O)C1COc2ccccc2O1 (configuration not stated),4,1,7,7,1.2,3,-7
CC(C)CC(=O)NCCCCc1ccccc1,-1,4,nt,-7,nt,nt,17
O=C(C[C@@H]1CC[C@@H](NC(=O)C2CCOCC2)[C@H](CO)O1)NCC1CCCCC1,-47,-5,-1,3,0.5,nt,0
CO[C@H]1O[C@H](CO)[C@@H](OC(=O)Nc2cccc(F)c2)[C@H](OC(=O)Nc2ccccc2)[C@H]1OC(=O)Nc1ccccc1,9,nt,nt,7,1.6,nt,-15

Part of the list above with just DENV2 CPE rescue.
| molecule | DENV2 CPE rescue |
| --- | --- |
| O=C([C@@H]1[C@@H](CO)[C@@H]2Cn3c(cccc3=O)[C@H]1N2S(=O)(=O)c1ccccc1F)N1CCCCC1 | -2 |
| COc1cccc(N2CCN(c3nc(C)c(C)c(=O)[nH]3)CC2)c1 | 9 |

(next part)
SMILES,EWS-Fli block,FN deposit inh,INS-1E GSIS act,DENV2 CPE rescue,F508del corr,miR-122 sensor,PAX8 reporter
Cc1ccc(CNC(=O)CSc2nnc(CNC(=O)c3ccc(F)cc3)o2)cc1,5,4,nt,18,nt,-2,6
CC1CCN(S(=O)(=O)c2ccc3c(c2)N(CC(=O)NCCCN2CCCC(C)C2)C(=O)CO3)CC1 (configuration not stated),1,-2,-2,-4,-1.4,5,8
CCC(=O)N[C@H]1C=C[C@@H](CC(=O)NCc2ccccc2F)O[C@@H]1CO,-36,nt,-4,?,0.7,5[16.7 µM],3
CCOC(=O)c1c(C)[nH]c(C(=O)COC(=O)c2ccc(O)cc2O)c1C,-55,-2,9,6,2.7,4,10
O=C(NCCc1ccc(Cl)cc1)c1ccc(S(=O)(=O)N2CCCC2)cc1,7,-7,-11,-6,5.1,-10,5
Cc1ccc(-c2c[n+](CC(=O)N3c4ccccc4Sc4ccccc43)c3n2CCC3)cc1,-11,4,-34,-2,nt,nt,91*
CC(C)NC(=O)Nc1ccc2c(c1)CC(=O)N([C@@H](C)CO)C[C@@H](C)[C@@H](CN(C)S(C)(=O)=O)O2,0,nt,11,-1,-2.0,-1[16.7 µM],-7
COc1cccc(C(=O)N2CCC(CCC(=O)Nc3cccc(C)c3)CC2)c1,nt,4,-8,0,2.9,nt,nt
C[C@H]1CN([C@@H](C)CO)C(=O)Cc2cc(NC(=O)NC3CCCCC3)ccc2O[C@@H]1CN(C)Cc1ccc(-c2ccccc2)cc1,13,nt,4,31*,1.5,-16[16.7 µM],103*
CC1(C)CC(NC(=O)C2CCN(S(=O)(=O)c3ccc(Cl)c(C(F)(F)F)c3)CC2)CC(C)(C)N1,6,0,0,-15,-2.4,-8,-10
COc1ccccc1OCC(=O)NC1CCCCCCC1,-15,7,3,-5,-0.9,nt,-23
Cc1cc(C)n(-c2nnc(N3CCN(c4ccccc4)CC3)nn2)n1,-39,-8,5,-2,0.3,nt,-19
